POLK inh – blocks human DNA polymerase kappa activity | Q9UBT6 | Potency, µM (highest dose often 107 µM), for the others: top-dose activity, negative = inhibition, hits mostly inhibitors | purified Pol kappa, fluorescent DNA synthesis assay, 10 min | 400,000 tested, 0.53% active; note: % is set by controls: 0 for no effect and ±100 for the full control effect
Target sequence (Q9UBT6 whole entry, looked up): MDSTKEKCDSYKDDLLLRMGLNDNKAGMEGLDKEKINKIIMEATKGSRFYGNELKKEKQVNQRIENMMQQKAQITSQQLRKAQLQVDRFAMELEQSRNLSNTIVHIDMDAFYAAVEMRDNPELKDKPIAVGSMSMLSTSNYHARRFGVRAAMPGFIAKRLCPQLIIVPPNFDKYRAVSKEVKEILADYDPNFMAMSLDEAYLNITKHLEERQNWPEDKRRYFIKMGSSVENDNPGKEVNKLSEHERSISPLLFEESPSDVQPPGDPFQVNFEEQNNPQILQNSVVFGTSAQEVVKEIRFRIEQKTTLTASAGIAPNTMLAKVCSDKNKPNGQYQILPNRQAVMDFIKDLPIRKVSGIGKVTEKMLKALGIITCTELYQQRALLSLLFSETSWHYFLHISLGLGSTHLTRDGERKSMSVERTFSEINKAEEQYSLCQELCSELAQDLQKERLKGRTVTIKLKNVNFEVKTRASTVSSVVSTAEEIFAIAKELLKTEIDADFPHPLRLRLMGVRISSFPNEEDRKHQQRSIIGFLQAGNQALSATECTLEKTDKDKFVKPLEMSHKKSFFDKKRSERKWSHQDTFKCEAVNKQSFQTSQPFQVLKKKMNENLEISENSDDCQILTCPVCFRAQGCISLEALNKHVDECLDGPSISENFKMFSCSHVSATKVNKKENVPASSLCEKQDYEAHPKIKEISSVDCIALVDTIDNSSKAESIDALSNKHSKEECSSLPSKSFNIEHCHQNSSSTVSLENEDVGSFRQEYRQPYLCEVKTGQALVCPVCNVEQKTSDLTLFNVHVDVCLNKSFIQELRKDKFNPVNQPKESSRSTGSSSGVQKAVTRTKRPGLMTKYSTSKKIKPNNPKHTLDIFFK
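Enzyme at 10 nM met test compounds for 15 min at room temperature. Substrate addition (50 nM final) began the reaction, which was monitored by fluorescence at 0 and 10 min.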
Pol iota inh – blocks human DNA polymerase iota activity | Q9UNA4 | Pol iota fluorescent replication assay, 10 min | Potency, µM (titrated, usually from 115 µM), for inactives: at the top dose activity, negative = inhibition, actives largely listed as inhibitors | 390,000 tested, 1% active | AID 588590
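Pol iota at 10 nM preincubated 15 min with compounds at room temperature; reaction started with fluorescent substrate, 50 nM final. Fluorescence read kinetically at 0 and 10 min; buffer-only wells as negative control.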
G9a inh – blocks human histone lysine methyltransferase G9a; G9a H3K9 monomethylation, AlphaScreen, 2 h; Potency, µM (doses to about 102 µM), inactives show top-dose activity, negative = inhibition, actives largely listed as inhibitors; AID 504332; 350,000 tested, 8.8% active; note: % is set by controls: 0 for no effect and ±100 for the full control effect; nearly all actives have a fitted effect of over 75% in size
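Compounds were preincubated with 20 nM G9a for 15 min, after which biotinylated H3K9 peptide (500 nM) and SAM (20 uM) started a 2 h room-temperature reaction. Monomethylated product was quantified by antibody-based AlphaScreen chemiluminescence.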
BAZ2B block – BAZ2B (human) inhibition; Potency, µM (titrated, usually from 114 µM), for the others: top-dose activity change, negative = inhibition, actives largely listed as inhibitors; AlphaScreen BAZ2B-H3K14Ac peptide displacement; Q9UIF8; 360,000 tested, 4.4% active; note: % is set by controls: 0 for no effect and ±100 for the full control effect; nearly all actives have a fitted effect of over 60% in size
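Inhibition is scored as reduced AlphaScreen emission. The BAZ2B/b-H3(5-23)K14Ac complex (50 nM each) in PBS pH 7.4, 0.01% Tween-20 meets compound (up to 110 uM) for 30 min at RT before bead addition.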
APE1 inh – inhibitors of human APE1 endonuclease. P27695. recombinant APE1, TAMRA/BHQ-2 abasic DNA cleavage fluorescence. Potency, µM (series often up to 65.8 µM), for inactives: top-dose activity change, negative = inhibition, usual class: inhibitors. 350,000 tested, 0.35% active;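 note: plate controls were vehicle for no effect and reference inhibitor for full effect; nearly all actives have a fitted effect of over 55% in size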
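APE1 at 0.75 nM preincubated 15 min at room temperature with compound. Reaction then started with 50 nM double-stranded THF-abasic substrate labelled with TAMRA/BHQ-2, and 525/598 nm fluorescence read kinetically. Activity taken as third-minus-first read difference, normalized to DMSO and NSC13755 controls.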
JMJD2A Tudor – inhibitors of human JMJD2A Tudor domain. 390,000 tested, 4.4% active. AlphaScreen JMJD2A-Tudor / H3K4me3 peptide binding. O75164. AID 504339. Potency, µM (highest dose often 114 µM), without a hit: top-dose activity change, negative = inhibition, hits mostly inhibitors; note: % is set by controls: 0 for no effect and ±100 for the full control effect; nearly all actives have a fitted effect of over 50% in size
Pol eta inh – inhibitors of human DNA polymerase eta; Q9Y253; 390,000 tested, 1.2% active; AID 588591; recombinant Pol eta, fluorescent DNA replication assay; Potency, µM (titrated, usually from 114 µM), inactives show top-dose activity change, negative = inhibition, most hits filed as inhibitors; note: % is set by controls: 0 for no effect and ±100 for the full control effect
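Fluorescent replication assay: 50 nM final substrate added after a 15 min room-temperature compound preincubation with 10 nM enzyme. Signal taken at 0 min and again at 10 min.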
BLM helicase inh – Bloom syndrome helicase (human) inhibition; P54132; recombinant BLM DNA unwinding, fluorescence dequenching; Potency, µM (series often up to 56.1 µM), for the others: top-dose activity change, negative = inhibition, usual class: inhibitors; 350,000 tested, 0.2% active; AID 2528;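 note: plate controls were vehicle for no effect and no enzyme for full effect; nearly all actives have a fitted effect of over 35% in size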
Pol beta inh – inhibitors of human DNA polymerase beta; P06746; Pol beta primer extension/strand displacement, fluorescence kinetic; Potency, µM (titrated, usually from 114 µM), for the others: at the top dose activity change, negative = inhibition, hits mostly inhibitors; 340,000 tested, 1.3% active; AID 485314; note: % is set by controls: 0 for no effect and ±100 for the full control effect
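Kinetic readout of DNA synthesis with strand displacement by Pol beta. Compound and 10 nM enzyme sit 15 min at room temperature; 50 nM substrate starts the reaction, read immediately and at 10 min.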
An asterisk follows results filed as active; ? = inconclusive; . = no result given; & = joins results of further samples; [ ] = another dose, or the depositor's remark. Calls come from the whole dose curve; as a rule, active = well fitted curve in the direction sought with a large enough effect; inconclusive = small, poorly fitted or top-dose-only effect, or another doubt; inactive = no such curve, though single readings can be large; an effect the other way counts as inactive or inconclusive. Potency is the fitted concentration of half-maximal effect.

Keys – A = POLK inh; B = Pol iota inh; C = G9a inh; D = BAZ2B block; E = APE1 inh; F = JMJD2A Tudor; G = Pol eta inh; H = BLM helicase inh; I = Pol beta inh
OCCC1CN(Cc2ccc(-n3cccn3)cc2)CCN1Cc1ccccc1 (stereo unspecified)
  A: 0%; B: 38%[activator]; C: 1%; D: -2%; E: 3%; F: -28%; G: -16%; H: -1%; I: -1%
CN(C)c1ccc(C(=O)Nc2ccc(O)c3c(=O)cc(-c4ccccc4Cl)oc23)cc1
  A: -4%&-6%; B: -9%&1%; C: 11%[12.7 µM]; D: ?; E: 0%&-3%; F: ?; G: -11%; H: -5%&-4%; I: -1%
Cc1ccc(S(=O)(=O)NC(=O)c2ccc(F)cc2)c(C)c1
  A: -3%; B: 2%; C: -4%; D: -1%; E: 6%; F: -27%; G: -3%; H: 1%; I: 9%
CCOC(=O)C/C(C)=N\Nc1nc(-c2ccccc2)cs1
  A: -21%; B: 38%[activator]; C: ?; D: -37%; E: -4%; F: -28%; G: -3%; H: -6%; I: 14%
Cc1cccc(Nc2c3c(nc4ccccc24)CCC3)c1
  A: 6%; B: 44%[activator]; C: -25%; D: -23%; E: 3%; F: -17%; G: -17%; H: 1%; I: ?
CCC(C)(C)n1nnnc1C(c1cc2cc(OC)c(OC)cc2[nH]c1=O)N1CCc2ccccc21 (stereo unspecified)
  A: -13%; B: -7%; C: 45µM*; D: -15%; E: -5%; F: ?; G: -22%; H: 3%; I: -1%
COc1ccc(C(=O)c2oc3ccccc3c2NC(=O)COc2ccccc2)cc1
  A: 0%; B: -2%; C: 10%[59 µM]; D: 9%; E: .; F: -12%; G: -24%; H: -3%; I: 5%
CCCCNC(=O)CCNS(=O)(=O)c1ccc(C)cc1
  A: -9%; B: -5%; C: 10%; D: 8%; E: 1%; F: -5%; G: -3%; H: 1%; I: -1%
O=C1c2ccccc2C(O)(Cc2ccccc2)N1CCCN1CCOCC1 (stereo unspecified)
  A: -4%; B: -3%; C: 6%[12.7 µM]; D: -5%; E: -3%; F: -6%; G: 16%; H: -1%; I: 3%
S=C(Nc1ccccc1)Nc1ccc(Br)cn1
  A: -11%; B: 53%[activator]; C: ?; D: -21%; E: 8%; F: -2%; G: 1%; H: 0%; I: -16%
CCN(Cc1ccccc1)S(=O)(=O)c1cc(C(=O)NC2CCCCCC2)ccc1OC
  A: -12%; B: -7%; C: -8%[59 µM]; D: -3%; E: -6%; F: -14%; G: -13%; H: -4%; I: -12%
NC(=O)C1CCCN(S(=O)(=O)c2ccccc2)C1 (stereo unspecified)
  A: -1%; B: 36%[activator]; C: 9%[12.7 µM]; D: 4%; E: -7%; F: 1%; G: -14%; H: -1%; I: 30%
O=C(Cc1ccc(Cl)cc1)Nc1ccc2nn(-c3ccc(Cl)cc3)nc2c1
  A: 6%; B: 7%; C: -3%[59 µM]; D: 0%; E: .; F: -11%; G: -15%; H: -7%; I: -29%
COc1ccc(NC(=O)c2ccco2)cc1NC(=O)c1ccc(Br)o1
  A: -7%; B: 20%; C: -10%[59 µM]; D: 3%; E: 0%; F: -24%; G: -16%; H: -2%; I: -17%
CCc1c(C)[nH]n(-c2nc(-c3ccccc3)cs2)c1=O
  A: -3%; B: 63%[activator]; C: 50µM*; D: -3%; E: 20%; F: -18%[11.4 µM]; G: -7%; H: -3%; I: -1%
CCOc1cc2[nH]c(=O)n(Cc3ccc(C(=O)NCCN(CC)CC)cc3)c(=O)c2cc1OCC
  A: 1%[60.1 µM]; B: 23%; C: -2%[59 µM]; D: 1%; E: .; F: -9%; G: -1%; H: -8%; I: -9%
COc1ccc(OC)c(C(=O)COC(=O)CNC(=O)c2ccccc2)c1
  A: -11%; B: 11%; C: ?; D: -19%; E: 2%; F: -4%; G: -8%; H: -6%; I: 15%
Cc1noc(C)c1C(=O)Nc1cccc2ncccc12
  A: -10%; B: 25%; C: -13%; D: -2%; E: -5%; F: -8%; G: -9%; H: -1%; I: 2%
O=C(NCc1cccs1)c1cc(-c2ccccc2)nn1CC1CC(c2cccnc2)=NO1 (stereo unspecified)
  A: -3%; B: 2%; C: .; D: .; E: .; F: -20%; G: -17%; H: .; I: .
COc1ccc(-n2nc(C(=O)Nc3cc(OC)c(OC)c(OC)c3)c(=O)n(C)c2=O)cc1
  A: -12%[60.1 µM]; B: 5%; C: 13%[59 µM]; D: -4%; E: .; F: -18%; G: -2%; H: -7%; I: -11%
Cc1ccc(NC(=O)CN(C)CC(=O)Nc2ccccc2Oc2ccccc2)cc1
  A: 0%; B: 61%[activator]; C: 35µM*; D: 25µM*; E: -3%; F: 3.5µM*; G: -24%; H: -2%; I: ?
CN(C)c1ccc(C=c2c3ccccc3n3c2cc(-c2ccccc2)[n+]3C)cc1
  A: -25%; B: ?; C: .; D: .; E: .; F: 32µM*; G: ?; H: .; I: .
CC(C)CC(=O)N1CCC(O)(CS(=O)(=O)Cc2ccc(Cl)cc2)CC1
  A: -6%; B: 15%; C: 14%[2.33 µM]; D: 15%; E: 18%; F: 15%; G: 0%; H: -9%; I: 8%
CCCCC(=O)Oc1ccc2oc(-c3ccc(OC)cc3)cc(=O)c2c1
  A: 4%; B: -4%; C: 8%[59 µM]; D: -2%; E: .; F: 6%; G: -2%; H: -5%; I: 33%
COc1ccc(CN(C)c2nc(-c3cccnc3)nc3ccccc23)cc1OC
  A: .; B: .; C: -33%; D: -17%; E: -5%; F: .; G: .; H: -5%; I: 2%

Other structures follow.
Keys – A = POLK inh; B = Pol iota inh; C = G9a inh; D = BAZ2B block; E = APE1 inh; F = JMJD2A Tudor; G = Pol eta inh; H = BLM helicase inh; I = Pol beta inh
OCC1OC(n2cnc3c(/C=C(\O)c4ccccc4)ncnc32)C(O)C1O (stereo unspecified)
  A: -24%; B: ?; C: .; D: .; E: .; F: -15%; G: ?; H: .; I: .
CCCSc1nnc(NC(=O)Nc2ccccc2)s1
  A: -3%; B: 9%; C: 14%[59 µM]; D: -21%; E: 2%; F: -9%; G: -12%; H: -2%; I: -13%
COc1cccc(-c2cc(=O)c3cc(NC(=O)c4ccc(N(C)C)cc4)ccc3[nH]2)c1
  A: -12%[60.1 µM]; B: ?; C: 32µM*; D: 79µM*; E: ?; F: -13%; G: 12%; H: -1%[75.6 µM]; I: 0%
COc1ccc(NC(=O)COC(=O)C(CC(C)C)N2C(=O)C3CC=CCC3C2=O)cc1Cl (stereo unspecified)
  A: -8%; B: 170%[activator]; C: 5%[59 µM]; D: -9%; E: -5%; F: -5%; G: -12%; H: -4%; I: 4%
COc1cc2c(CCNC(C)=O)c[nH]c2cc1Cl
  A: -13%[60.1 µM]; B: 27%; C: -5%[59 µM]; D: 2%; E: 3%&3%&0%&-11%; F: -14%; G: -16%; H: ?; I: 12%[57.1 µM]
O=c1[nH]cnc2sc3c(c12)CCC3
  A: 5%; B: 9%; C: -4%; D: -3%; E: 2%; F: -10%; G: -11%; H: -3%; I: 2%
O=C(NN1C(=O)C2C(c3ccccc3)C=CC(c3ccccc3)C2C1=O)c1cccc(Br)c1 (stereo unspecified)
  A: -8%; B: -3%; C: 9%[59 µM]; D: 6%; E: 4%; F: -20%; G: -20%; H: -12%; I: 1%
Cn1ncc2c(Nc3cccc([N+](=O)[O-])c3)ncnc21
  A: -7%; B: 1%; C: 13%; D: -12%; E: -22%; F: -10%; G: -2%; H: -10%; I: 5%
CCOC(=O)C1=C(C)Nc2nnnn2C1c1ccccc1Cl (stereo unspecified)
  A: -6%; B: 0%; C: -4%[59 µM]; D: 14%; E: 4%; F: -9%; G: -13%; H: -1%; I: -1%
Cc1ccccc1-c1nc(CN2CCC(C(=O)NCCc3ccccc3)CC2)c(C)o1
  A: -4%; B: 20%; C: -9%[59 µM]; D: ?; E: .; F: ?; G: -18%; H: 3%; I: 1%
O=C(CCl)N(c1ccccc1)c1ccccc1
  A: -3%; B: 19%; C: -24%; D: 2%; E: 7%; F: 7%; G: -16%; H: -6%; I: ?
CCOC(=O)N1CCN(c2cc(=O)n(-c3ccccc3C)c(=O)[nH]2)CC1
  A: -3%; B: 4%; C: -38%; D: .; E: -2%; F: -4%; G: 1%; H: -5%; I: 9%
CCCCCCCNC(=O)C1(CC2CC(c3cccc(Br)c3)=NO2)CCN(C(=O)c2cc(OCC)c(OCC)c(OCC)c2)CC1 (stereo unspecified)
  A: 15%; B: -7%; C: -32%[2.33 µM]; D: -11%; E: -2%; F: -19%; G: -12%; H: .; I: .
CC(C)CNC(=O)c1ccc(Cl)c(NC(=O)COc2ccccc2)c1
  A: .; B: .; C: .; D: -2%; E: -8%; F: .; G: .; H: -6%; I: -21%
CCSc1ccc([C@@H]2[C@@H]3C(=O)N(C)C(=O)[C@@H]3[C@]3(C(=O)OC)CCCCN23)cc1OC
  A: -5%; B: 28%; C: .; D: .; E: 2%; F: -31%; G: -20%; H: .; I: .
CN(Cc1ccccc1)C(=O)c1ccc2c(c1)N(Cc1ccccc1Cl)C(=O)c1ccccc1S2
  A: -12%[60.1 µM]; B: 7%; C: ?; D: -1%; E: .; F: -18%; G: -21%; H: -7%; I: -1%
CCn1nc(C)c(C(=O)Nc2cc(Oc3ccc(Cl)cc3)cc([N+](=O)[O-])c2)c1C
  A: 2%; B: -3%; C: ?; D: ?; E: -3%; F: ?; G: -16%; H: -7%; I: -10%
O=C(Cn1nnc(-c2ccccc2Cl)n1)N/N=C/c1ccc(-c2cccc(Cl)c2)o1
  A: 7%; B: 3%; C: 27%[59 µM]; D: 8%; E: 2%; F: -12%; G: -5%; H: -9%; I: 8%
O=C(NC(=S)Nc1ccc2oc(=O)ccc2c1)c1ccc(-c2cccc(Cl)c2Cl)o1
  A: .; B: .; C: 10µM*; D: -10%; E: 3%; F: .; G: .; H: -5%; I: 2%
Cc1cccc(CC(C)NC(=O)c2cc(COc3ccc(C)c(C)c3)on2)n1 (stereo unspecified)
  A: -18%; B: 8%; C: 68%[activator]; D: -10%; E: 15%; F: -12%; G: -17%; H: -10%; I: 4%
Oc1c(I)cc(I)c2cccnc12
  A: -6%; B: 16%; C: 50µM*; D: 9%; E: 15%&2%; F: 56µM*; G: -18%; H: -1%&0%; I: 24%

Results in BLM helicase inh, for two of the compounds above:
Molecule	BLM helicase inh
O=C(NC(=S)Nc1ccc2oc(=O)ccc2c1)c1ccc(-c2cccc(Cl)c2Cl)o1	-5%
COc1ccc(NC(=O)COC(=O)C(CC(C)C)N2C(=O)C3CC=CCC3C2=O)cc1Cl (stereo unspecified)	-4%

High-throughput results from PubChem.

An excerpt, so the mix of outcomes need not match the whole.
